XIAP displacement: small molecules displacing peptide from XIAP – biochemical, IAP family, fluorescence polarization (AID 1018) | displacement, % at 20 µM, or IC50 in µM where a hit was titrated | hit rate 0.007% among 200,000 | XIAP BIR domain, fluorescence polarization peptide displacement; higher % means a stronger effect; in the data active means displacement above about 50%; further: a part of the inactive calls stands beside numbers as strong as those of hits
Myeloid diff 2: myeloid differentiation induction; ER-HoxA9 myeloid progenitors, lysozyme-GFP differentiation, flow cytometry; hit rate 1% among 360,000; calls only at 10 µM;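 active means normalized GFP-positive differentiation at or above the plate's own cutoff, the solvent-only control mean plus 3 SD; inconclusive means no clear call, values can overlap the other calls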;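 further: cells exposed to compound for four days before flow analysis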
SIAH1 antagonists: Siah-1 peptide-binding antagonists, primary screen, biochemical, fluorescence polarization, rhodamine-plectin, uHTS (AID 1817); displacement, % at 20 µM; hits with a dose series show IC50 in µM; hit rate 0.02% among 290,000; Siah-1 / rhodamine-plectin peptide fluorescence polarization; higher % means a stronger effect;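 active means displacement of at least 50% at 20 µM, with a fluorescence ratio check between 0.3 and a set limit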;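 further: plate controls were Siah plus tracer with DMSO for no effect and tracer alone without Siah for full effect; strong numbers were not always called active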
HEK293 NOD2/NF-kB: inhibition of NOD2-driven NF-kB reporter – cell-based, luminescence, uHTS, HEK293 (AID 1566) | one-dose inhibition, % at 4 µM; EC50 in µM for titrated hits | HEK293 NOD2/NF-kB luciferase reporter, luminescence; higher % means a stronger effect | hit rate 0.63% among 290,000; further: many of its hits are not listed in these tables
Hep lipid drop: hepatic lipid droplet formation modulation; AML12 mouse hepatocytes, oleate lipid droplets, BODIPY imaging; inhibition, % at 6.5 µM; hit rate 0.4% among 240,000; AID 1656;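 active means lipid droplet intensity inhibited by at least 50%, with more than 500 cells counted; inconclusive means wells with under 300 cells, treated as cytotoxic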
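Material: mouse AML12 hepatocyte cell line, fixed after treatment; Timing: compound with oleate, overnight; Technique: high-content imaging of BODIPY-stained droplets and DAPI nuclei; Probe or stimulus: oleate, 100 µM final; Dosing: compound at 6.5 µM only.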
AID2073: disruptors of CaV2.2 binding to Mint1 – biochemical, HTRF (AID 2073) | inhibition, % at 20 µM, or IC50 in µM where a hit was titrated | HTRF protein-protein interaction, Mint1-CaV2.2; higher % means a stronger effect | hit rate 0.19% among 290,000; in the data active means inhibition mostly above about 51%, no sharp cut-off; inconclusive means no clear call, values can overlap the other calls; inactive means mostly below about 53%; further: some results filed as inactive read as strong as hits
HIV fusion peptide: inhibitors of HIV fusion peptide binding, primary screen, biochemical, uHTS, fluorescence dequenching (AID 1986); cell-free peptide binding, fluorescence dequenching, 30 min; higher % means a stronger effect; one-dose inhibition, % at 20 µM; IC50 in µM for titrated hits; hit rate 0.3% among 290,000; in the data active means inhibition mostly above about 52%, no sharp cut-off; inactive means mostly below about 76%; further: some results filed as inactive read as strong as hits
NS5 inhibitors: flavivirus cap methylation enzyme inhibition – biochemical, confirmation dose response, primary screen (AID 588689). Dengue-2 NS5 methyltransferase capping enzyme assay, biochemical; higher % means a stronger effect. one-dose inhibition, % at 25 µM; IC50 in µM for titrated hits. hit rate 0.3% among 340,000; in the data active means a potency from the dose series; inconclusive means inhibition above about 29% without an active follow-up result
LYP phosphatase: PTPN22 lymphoid phosphatase activity blockers – biochemical, fluorescence intensity, uHTS (AID 1779). recombinant LYP phosphatase, fluorescence intensity; higher % means a stronger effect. inhibition, % at 11.5 µM, or IC50 in µM where a hit was titrated. hit rate 0.054% among 290,000;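 further: plate controls were vehicle with enzyme for no effect and no enzyme for full effect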
Hep lipid drop cells 6.5 µM: also measured in Hep lipid drop; calls as there; cell count; measured here: cell count, cytotoxicity flag;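 cells counted across two imaged fields per well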
Myeloid diff 2 GFP+ MAC1+ %: recorded beside Myeloid diff 2, whose call it bears; GFP+ MAC1+ double positive, %; measured here: differentiation confirmed by MAC1 staining
The depositor's hits bear a star. Unless noted, no stated cut-off is given here; in the data, active means inhibition above about 50%; inactive means the rest.

Screening Fc1ccc(/C=N/n2c(C3CCCCC3)n[nH]c2=S)cc1 returned Myeloid diff 2 inactive, SIAH1 antagonists 0%, HEK293 NOD2/NF-kB -10%, Hep lipid drop 7, AID2073 -35%, HIV fusion peptide 1.7%, NS5 inhibitors -9%, LYP phosphatase 3%, Hep lipid drop cells 6.5 µM 866 and Myeloid diff 2 GFP+ MAC1+ % 0.6.
`CC[n+]1cccc(-c2nc3ccccc3s2)c1` gave XIAP displacement -5.2%, Myeloid diff 2 inactive, SIAH1 antagonists -4%, HEK293 NOD2/NF-kB 19%, Hep lipid drop -2, AID2073 9%, HIV fusion peptide -2.0%, NS5 inhibitors 18%, LYP phosphatase 2%, Hep lipid drop cells 6.5 µM 692 and Myeloid diff 2 GFP+ MAC1+ % 0.6.
`CCOc1ccccc1NC(=O)C(Sc1nnc2ccccn12)c1ccccc1` (configuration not stated) gave XIAP displacement -4.8%, Myeloid diff 2 inactive, SIAH1 antagonists 7%, HEK293 NOD2/NF-kB -2%, Hep lipid drop -10, AID2073 -8%, HIV fusion peptide -0.8%, NS5 inhibitors -1%, LYP phosphatase -7%, Hep lipid drop cells 6.5 µM 608 and Myeloid diff 2 GFP+ MAC1+ % 0.1.
For Cc1cc(C)n2nc(C(=O)OCCOc3ccc(F)cc3)nc2n1 the results were XIAP displacement -6.5%, Myeloid diff 2 inactive, SIAH1 antagonists 0%, HEK293 NOD2/NF-kB -5%, AID2073 -12%, HIV fusion peptide -1.3%, NS5 inhibitors 9%, LYP phosphatase -2% and Myeloid diff 2 GFP+ MAC1+ % 1.1.
`NC(=O)CC(NC(=O)Cc1ccc(Br)cc1)c1ccc(N2CCc3ccccc3C2)c([N+](=O)[O-])c1` (configuration not stated) gave Myeloid diff 2 inactive, SIAH1 antagonists 6%, HEK293 NOD2/NF-kB 4%, Hep lipid drop -4, AID2073 14%, HIV fusion peptide -0.4%, NS5 inhibitors 0%, LYP phosphatase -3%, Hep lipid drop cells 6.5 µM 746 and Myeloid diff 2 GFP+ MAC1+ % 1.5.
For COC(=O)c1ccc(OCC2NCCc3cc(OC)c(OC)cc32)cc1 (configuration not stated) the results were Myeloid diff 2 inconclusive, SIAH1 antagonists 4%, HEK293 NOD2/NF-kB -1%, Hep lipid drop -19, AID2073 11%, HIV fusion peptide 1.5%, NS5 inhibitors -4%, LYP phosphatase -10% and Hep lipid drop cells 6.5 µM 733.
Screening O=C(Nc1ccccn1)c1ccc(-c2ccccc2)cc1 returned Myeloid diff 2 inactive, SIAH1 antagonists -4%, Hep lipid drop -1, AID2073 14%, HIV fusion peptide -0.8%, NS5 inhibitors -9%, LYP phosphatase -9%, Hep lipid drop cells 6.5 µM 777 and Myeloid diff 2 GFP+ MAC1+ % 0.1.
CCn1nc2cc(C(=O)NCCc3cccs3)ccc2c1OC was read as XIAP displacement -3.8%, Myeloid diff 2 inactive, SIAH1 antagonists -1%, HEK293 NOD2/NF-kB -126%, AID2073 10%, HIV fusion peptide -3.8%, NS5 inhibitors -2%, LYP phosphatase -10% and Myeloid diff 2 GFP+ MAC1+ % 1.9.
`COc1cccc(C(=O)NC(=S)Nc2cccnc2)c1` gave XIAP displacement 1.3%, Myeloid diff 2 inactive, SIAH1 antagonists 7%, HEK293 NOD2/NF-kB -9%, Hep lipid drop 1, AID2073 -16%, HIV fusion peptide 1.6%, NS5 inhibitors 1%, LYP phosphatase 2%, Hep lipid drop cells 6.5 µM 624 and Myeloid diff 2 GFP+ MAC1+ % 0.4.
`Cc1cc(NC(=O)CCC(=O)N(c2ccccc2C)C(C(=O)NC2CCCC2)c2ccccc2)no1` (configuration not stated) gave Myeloid diff 2 inactive, SIAH1 antagonists 9%, HEK293 NOD2/NF-kB -4%, Hep lipid drop 22, AID2073 -5%, HIV fusion peptide 0.3%, NS5 inhibitors 2%, LYP phosphatase -6%, Hep lipid drop cells 6.5 µM 752 and Myeloid diff 2 GFP+ MAC1+ % 0.5.
Cc1cccc(N2CCN(C(=O)C3CCN(S(=O)(=O)c4cnc[nH]4)CC3)CC2)c1C was read as XIAP displacement -5.6%, Myeloid diff 2 inactive, SIAH1 antagonists 0%, HEK293 NOD2/NF-kB 7%, Hep lipid drop 4, AID2073 -6%, HIV fusion peptide -0.3%, NS5 inhibitors -2%, LYP phosphatase -3%, Hep lipid drop cells 6.5 µM 788 and Myeloid diff 2 GFP+ MAC1+ % 0.4.
`Cc1cccnc1CCNCc1c(C(=O)N2C[C@@H](C)O[C@@H](C)C2)nc2ccc(Cl)cn12` gave Myeloid diff 2 inactive, SIAH1 antagonists 0%, HEK293 NOD2/NF-kB 6%, Hep lipid drop -1, AID2073 inconclusive, HIV fusion peptide 0.2%, NS5 inhibitors -5%, LYP phosphatase -10%, Hep lipid drop cells 6.5 µM 685 and Myeloid diff 2 GFP+ MAC1+ % 1.1.
Screening O=Cc1ccc(-n2cncn2)cc1 returned XIAP displacement 0.4%, Myeloid diff 2 inactive, SIAH1 antagonists 3%, HEK293 NOD2/NF-kB 10%, Hep lipid drop -4, AID2073 2%, HIV fusion peptide -0.3%, NS5 inhibitors -8%, LYP phosphatase -4%, Hep lipid drop cells 6.5 µM 687 and Myeloid diff 2 GFP+ MAC1+ % 0.4.
Screening CC(Sc1nnc(-c2cccnc2)n1-c1ccccc1F)C(=O)N1CCCc2ccccc21 (configuration not stated) returned XIAP displacement -9.8%, SIAH1 antagonists 2%, HEK293 NOD2/NF-kB 5%, Hep lipid drop -24, AID2073 16%, HIV fusion peptide -1.5%, LYP phosphatase -2% and Hep lipid drop cells 6.5 µM 621.
Nc1nnc(-c2ccc(F)cc2)s1 was read as XIAP displacement -4.1%, Myeloid diff 2 inactive, SIAH1 antagonists 1%, HEK293 NOD2/NF-kB -7%, AID2073 -1%, HIV fusion peptide -2.2%, NS5 inhibitors 4%, LYP phosphatase -6% and Myeloid diff 2 GFP+ MAC1+ % 12.
Screening OCCN(CCO)c1ccc(C(c2ccccc2Cl)c2ccc(N(CCO)CCO)cc2Cl)c(Cl)c1 returned XIAP displacement -7.6%, Myeloid diff 2 inactive, SIAH1 antagonists -6%, HEK293 NOD2/NF-kB -36%, Hep lipid drop 24, AID2073 -2%, HIV fusion peptide -0.1%, NS5 inhibitors -5%, LYP phosphatase 3%, Hep lipid drop cells 6.5 µM 648 and Myeloid diff 2 GFP+ MAC1+ % 1.4.
Cc1c(C)c2c(OCC(=O)N3CCC[C@H]3C(=O)O)cc3c(c2oc1=O)CCC(C)(C)O3 was read as Myeloid diff 2 inactive, SIAH1 antagonists 0%, HEK293 NOD2/NF-kB 8%, AID2073 inconclusive, HIV fusion peptide -0.5%, NS5 inhibitors -2%, LYP phosphatase -28% and Myeloid diff 2 GFP+ MAC1+ % 2.3.
For CCC(C)NC(=O)CN(c1ccc2c(c1)OCO2)S(=O)(=O)c1c(C)n[nH]c1C (configuration not stated) the results were XIAP displacement -10%, Myeloid diff 2 inactive, SIAH1 antagonists 6%, HEK293 NOD2/NF-kB 3%, AID2073 -4%, HIV fusion peptide 6.3%, NS5 inhibitors 3%, LYP phosphatase -9% and Myeloid diff 2 GFP+ MAC1+ % 1.2.
`O=C(NCCSc1ccccn1)c1ccc(Cl)cc1` gave XIAP displacement -1.4%, Myeloid diff 2 inactive, SIAH1 antagonists 0%, HEK293 NOD2/NF-kB -121%, Hep lipid drop 22, AID2073 -3%, HIV fusion peptide -1.6%, NS5 inhibitors 1%, LYP phosphatase -6%, Hep lipid drop cells 6.5 µM 770 and Myeloid diff 2 GFP+ MAC1+ % 0.2.
CCOC(=O)c1c(S(=O)(=O)NCC(=O)NCc2ccccc2)c(C)n(C)c1C was read as Myeloid diff 2 inactive, SIAH1 antagonists -2%, HEK293 NOD2/NF-kB -9%, Hep lipid drop 4, AID2073 1%, HIV fusion peptide -0.1%, NS5 inhibitors -3%, LYP phosphatase -10%, Hep lipid drop cells 6.5 µM 700 and Myeloid diff 2 GFP+ MAC1+ % 0.7.
O=C(O)c1ccc2c(c1)C(=O)N(Cc1ccco1)C2=O was read as Myeloid diff 2 inactive, SIAH1 antagonists -5%, HEK293 NOD2/NF-kB 22%, Hep lipid drop -3, AID2073 10%, HIV fusion peptide 4.9%, NS5 inhibitors 6%, LYP phosphatase -12%, Hep lipid drop cells 6.5 µM 780 and Myeloid diff 2 GFP+ MAC1+ % 0.9.
COC(=O)c1ccc(-c2noc(CN(C)CC3CCCCO3)n2)cc1 (configuration not stated) was read as XIAP displacement 0.4%, Myeloid diff 2 inactive, SIAH1 antagonists 3%, HEK293 NOD2/NF-kB -9%, Hep lipid drop 50*, AID2073 -2%, HIV fusion peptide 0.0%, NS5 inhibitors -2%, LYP phosphatase 1%, Hep lipid drop cells 6.5 µM 455* and Myeloid diff 2 GFP+ MAC1+ % 0.4.
CCCOc1ccc(/C(O)=C2/C(=O)C(=O)N(CCCn3ccnc3)C2c2cccnc2)cc1 (configuration not stated) was read as Myeloid diff 2 inactive, SIAH1 antagonists 14%, HEK293 NOD2/NF-kB 8%, Hep lipid drop -10, AID2073 11%, HIV fusion peptide 0.4%, LYP phosphatase -6%, Hep lipid drop cells 6.5 µM 721 and Myeloid diff 2 GFP+ MAC1+ % 0.4.
For COc1ccc(NC2=Nc3cccc4cccc2c34)cc1OC the results were XIAP displacement -7.8%, Myeloid diff 2 inactive, SIAH1 antagonists 0%, HEK293 NOD2/NF-kB -22%, AID2073 15%, HIV fusion peptide 1.3%, NS5 inhibitors -23%, LYP phosphatase 6% and Myeloid diff 2 GFP+ MAC1+ % 0.3.
For CCCCNC(=O)Cn1c(-c2ccc(OC)cc2)noc1=O the results were XIAP displacement -4.5%, Myeloid diff 2 inactive, SIAH1 antagonists -1%, HEK293 NOD2/NF-kB -2%, AID2073 -1%, HIV fusion peptide -0.9%, NS5 inhibitors -3%, LYP phosphatase -6% and Myeloid diff 2 GFP+ MAC1+ % 9.4.
For CCOC(=O)C(NC(=O)CC)(Nc1ccccc1)C(F)(F)F (configuration not stated) the results were XIAP displacement -3.7%, Myeloid diff 2 inactive, SIAH1 antagonists 10%, HEK293 NOD2/NF-kB 6%, Hep lipid drop 2, AID2073 1%, HIV fusion peptide -0.2%, NS5 inhibitors -6%, LYP phosphatase -7%, Hep lipid drop cells 6.5 µM 781 and Myeloid diff 2 GFP+ MAC1+ % 0.5.

Pulled by structure from the list above:
For COc1ccc(NC2=Nc3cccc4cccc2c34)cc1OC the results were XIAP displacement -7.8%, Myeloid diff 2 inactive, SIAH1 antagonists 0%, HEK293 NOD2/NF-kB -22%, AID2073 15%, HIV fusion peptide 1.3%, NS5 inhibitors -23%, LYP phosphatase 6% and Myeloid diff 2 GFP+ MAC1+ % 0.3.
O=C(O)c1ccc2c(c1)C(=O)N(Cc1ccco1)C2=O was read as Myeloid diff 2 inactive, SIAH1 antagonists -5%, HEK293 NOD2/NF-kB 22%, Hep lipid drop -3, AID2073 10%, HIV fusion peptide 4.9%, NS5 inhibitors 6%, LYP phosphatase -12%, Hep lipid drop cells 6.5 µM 780 and Myeloid diff 2 GFP+ MAC1+ % 0.9.

Bioassay records: PubChem, several laboratories

This is a subset; count on the stated rates, not on these rows.
